# esBAF inh: inhibitors of esBAF chromatin remodeling in mouse ES cells; Bmi1-luciferase knock-in reporter, 24 h; 100% = twice the neutral-well signal; reporter increase, % at 12.5 µM; 2% of 350,000 active; AID 602393; in the data active means activation above about 40%; inconclusive means no clear call, values can overlap the other calls;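 further: 0% = median of the plate's neutral control wells and 100% = double that signal; a rise in the Bmi1 reporter signal indicates esBAF inhibition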
# Cneo AK release: causes C. neoformans cell lysis; 0.2% of 360,000 active; AID 651654; adenylate kinase release luminescence, 4 h; normalised: neutral wells 0, clomiphene wells 100; lysis activity, % at 15 µM;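 active means mean lysis activity across replicates of at least 80%, whatever share of replicates individually reach that level; inactive means mean lysis activity below 80%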
#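 Signal: Adenylate kinase release luminescence | Assay system: Log-phase Cryptococcus neoformans yeast cells | Input: Cells at 5 × 10^6 per mL | Buffer or medium: Fresh YPD growth medium | Compound: Single dose | Schedule: Static 4 h at 37 °C with compound, 1 h detection | Controls: Clomiphene | Read-out: Luminescence rise reflecting yeast cell lysis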
# ERp5 block: ERp5 (human) disulfide isomerase inhibition | AID 651711 | ERp5 insulin aggregation, absorbance 650 nm, 90 min | 0.05% of 350,000 active | inhibition, % at 9.99 µM | Q15084;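 active means mean replicate inhibition above about 25%, with every replicate also reaching it, limit read from the data, passing the limit was not always enough; inconclusive means only one of those two criteria met; inactive means neither criterion met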
# Target sequence (Q15084 whole entry, looked up): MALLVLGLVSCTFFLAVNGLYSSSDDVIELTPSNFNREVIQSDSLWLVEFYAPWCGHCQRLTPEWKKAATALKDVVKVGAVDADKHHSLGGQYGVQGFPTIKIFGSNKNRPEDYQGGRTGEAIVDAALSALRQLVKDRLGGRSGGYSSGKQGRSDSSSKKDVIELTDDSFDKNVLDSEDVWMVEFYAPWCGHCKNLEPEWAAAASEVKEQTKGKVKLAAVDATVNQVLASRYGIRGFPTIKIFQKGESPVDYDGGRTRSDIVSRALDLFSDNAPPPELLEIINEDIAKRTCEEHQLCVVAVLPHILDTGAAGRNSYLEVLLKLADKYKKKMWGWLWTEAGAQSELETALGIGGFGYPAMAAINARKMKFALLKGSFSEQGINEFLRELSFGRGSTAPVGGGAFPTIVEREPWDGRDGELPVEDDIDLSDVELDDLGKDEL
# miR-122 sensor: miR-122 inhibition in Huh7 cells; Huh7 miR-122 Renilla luciferase sensor, 48 h; neutral wells = 0, positive control = 100; activation (reporter increase), % at 12.5 µM; 0.3% of 340,000 active; AID 602342;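 active means mean replicate activation score at least 90 and every replicate individually at or above 90; inconclusive means only one of the two criteria met; inactive means neither criterion met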;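 further: higher luciferase means less miR-122 activity so hits act as miR-122 inhibitors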
# SIRT5 block: blocks human SIRT5 desuccinylation of peptide. Purified SirT5, succinyl-peptide AMC, trypsin-coupled fluorescence. inhibition, % at 15 µM. 1.1% of 330,000 active; in the data active means inhibition above about 15%; inconclusive means no clear call, values can overlap the other calls
# Target sequence (Q9NXA8 whole entry, looked up): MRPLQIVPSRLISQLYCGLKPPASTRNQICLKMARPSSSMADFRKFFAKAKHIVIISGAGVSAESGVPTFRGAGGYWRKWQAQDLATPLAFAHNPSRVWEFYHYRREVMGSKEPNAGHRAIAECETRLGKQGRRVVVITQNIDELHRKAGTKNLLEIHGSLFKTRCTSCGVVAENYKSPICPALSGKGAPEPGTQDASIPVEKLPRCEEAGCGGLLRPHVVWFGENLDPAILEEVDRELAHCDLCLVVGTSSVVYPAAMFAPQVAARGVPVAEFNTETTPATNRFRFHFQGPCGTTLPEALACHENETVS
# ARNT TACC3 PPI: ARNT/TACC3 interaction disruption. 0.66% of 390,000 active. AID 623870. inhibition, % at 9.99 µM. AlphaScreen His-ARNT PAS-B/GST-TACC3 binding, luminescence; TACC3 fragment carries E629A point mutation;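 active means mean inhibition of replicates at least 50% and at least half of replicates each reaching 50%; inconclusive means half or more replicates reach 50% but mean below 50%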;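 further: 0% = complete ARNT plus TACC3 wells and 100% = ARNT alone without TACC3; many hits fall short of the cut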
# Statin myotox sup: suppressors of simvastatin-induced myotoxicity in C2C12 myotubes; ATP luminescence, 48 h; scaled: DMSO 0, geranylgeraniol control 100; 0.78% of 330,000 active; rescue of ATP level, % at 7.49 µM;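 active means mean ATP rescue above about 67%, or every replicate alone reaching that limit, limit read from the data, passing the limit was not always enough; inconclusive means no clear call, values can overlap the other calls; inactive means mean under the limit and some replicate under it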;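 further: myotubes were challenged with 10 µM simvastatin during compound exposure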
# * hit, by the source's call; ? = inconclusive; / = no result given; [ ] = another dose, or the depositor's remark. No enrichment for hits, and some 4% of all compounds hit somewhere here.
canonical_smiles	Cneo AK release	esBAF inh	SIRT5 block	ERp5 block	ARNT TACC3 PPI	Statin myotox sup	miR-122 sensor
CCN(C[C@H]1N[C@@](CC)(C(=O)OC)[C@H]2C(=O)N(Cc3ccccc3)C(=O)[C@@H]12)S(=O)(=O)c1ccccc1	0	-7	-12	0	-2	-7	11
CCn1cc(CNC(=O)C2C3CCC(C3)C2C(=O)O)cn1 (stereo unspecified)	0	0	/	/	-4	-7	/
FC(F)(F)c1cccc(-n2c(Cn3nnc4ccccc43)n[nH]c2=S)c1	2	-1	-2	2	/	-9	-2
CCC1CCCCN1C(=O)COC(=O)c1cc2ccccc2cc1O (stereo unspecified)	-1	-1	/	/	7	0	-6
COc1ccc(-c2csc(C(C)(NC(C)=O)c3ccc(OC)cc3)n2)cc1 (stereo unspecified)	1	-6	2	3	/	-1	9
CC(=O)c1c(C)[nH]c(C(=O)OCC(=O)Nc2nnc(-c3ccccc3)o2)c1C	1	-5	0	1	2	18	-2
COCCN(C(=O)COC(=O)/C=C/c1cccc(OC)c1)c1c(N)n(CC(C)C)c(=O)[nH]c1=O	0	/	-1	-4	-1	9	-3
CCOc1ccc(C(=O)NCc2ccccn2)cc1	-2	8	0	2	-2	/	-3
CC[C@]12c3[nH]c4ccc(OC)cc4c3CCN1C(=O)C(CC(=O)NCCCn1ccnc1)C[C@@H]2C(=O)N1CCN(C(=O)c2ccco2)CC1 (stereo partly specified)	-1	3	-3	-3	4	-3	-8
CCN(C(=O)CSc1nc2cc(C(=O)O)ccc2c(=O)n1-c1ccccc1F)C1CCS(=O)(=O)C1 (stereo unspecified)	-2	-5	-2	-9	-3	-2	9
CCOc1ccc(Cc2nnc(SCC(=O)Nc3ccccc3)n(N)c2=O)cc1	-2	3	-1	2	-33	3	-5
Cc1ccc(NC(=S)NCCc2ccc(S(N)(=O)=O)cc2)c(C)c1	0	/	-1	-4	/	/	0
CN(C(=O)COC(=O)CSc1ccc(C(N)=O)cc1[N+](=O)[O-])C1CCS(=O)(=O)C1 (stereo unspecified)	2	-4	1	7	-5	18	0
COc1ccccc1N1CCN(C(=O)Oc2ccccc2)CC1	1	8	/	/	3	13	-8
O=C(C[C@H]1C=C[C@@H](NC(=O)C2CCC2)[C@@H](CO)O1)NC1CCCCC1	-1	5	5	-7	/	4	/
CCOC(=O)c1sc(NC(=O)c2ccc(OC(C)=O)cc2)nc1C	/	/	-6	2	-10	/	/
CC1CN(C(=O)Cn2cc(S(=O)(=O)CC(=O)N3CCOCC3)c3ccccc32)CC(C)O1 (stereo unspecified)	-1	3	0	-4	-4	-3	-4
C[N+]1(CC(=O)Nc2ccc(F)cc2)CCN(C(=O)c2ccco2)CC1	1	4	/	/	1	5	-3
Cc1ccc(CNC(=O)c2ccccc2-n2cnnn2)cc1	/	-9	1	0	/	4	-7
NCC(c1ccc(Cl)cc1Cl)c1c[nH]c2ccccc12 (stereo unspecified)	1	-1	1	7	-3	-7	/
CCn1c(NC(=O)c2cccs2)c(-c2cccs2)c(=O)c2ccccc21	3	-2	/	/	1	3	-1
O=C(Cc1ccc(F)cc1)OCn1nnc2ccccc2c1=O	4	3	-5	2	-1	-4	-2
CC(C)NC(=O)N1[C@@H](C#N)[C@@H](c2ccc(C#CC3CCCCC3)cc2)[C@@H]1CO	-6	-4	0	3	1	10	/
CCC(=O)N(C)C[C@H]1Oc2cc(C#CCOC)ccc2S(=O)(=O)N([C@H](C)CO)C[C@@H]1C	-2	-5	2	-2	-2	-18	38[16.7 µM]
NC(=O)NC(=O)CC1S/C(=N/N=C2\CSC(=O)N2)NC1=O (stereo unspecified)	1	1	4	2	53*	27	-15
C[C@@H]1CN([C@H](C)CO)S(=O)(=O)c2ccc(-c3ccccc3)cc2O[C@H]1CN(C)C(=O)c1ccccc1F	/	4	/	/	/	-74	0[16.7 µM]
CCCNC(=O)[C@@H]1[C@@H](CO)[C@@H]2Cn3c(ccc(/C=C/c4ccccc4)c3=O)[C@H]1N2C(=O)C1CCC1	0	2	-113	4	-15	-18	1[16.7 µM]
CCNC(=S)NCc1ccc(F)cc1	1	/	-2	6	0	/	2
O=C(/C=C/c1cc(Br)ccc1F)OCC(=O)N1CCCC1	0	0	-2	-2	9	8	3
COc1ccc(C2CC(c3cccs3)=NN2C(=O)c2ccco2)cc1OC (stereo unspecified)	1	/	3	2	/	/	-1
C/C=C/c1ccc([C@@H]2[C@@H](CO)N[C@@H]2CN(C)S(=O)(=O)c2ccccc2)cc1	4	-1	/	/	16	-38	0[16.7 µM]
O=C(CN1CCN(C(C(=O)Nc2cc(C(F)(F)F)ccc2Cl)c2ccccc2)CC1)NC1CC1 (stereo unspecified)	3	7	0	4	-7	2	-7
Nc1ccn([C@@H]2O[C@H](CNCc3ccc(-c4cc(C(F)(F)F)ccc4Cl)o3)[C@@H](O)[C@H]2O)c(=O)n1	-2	3	-6	2	/	2	2
Cc1c(C(=O)N2CCOCC2)oc2ccc(Br)cc12	-3	35	-2	15	-1	-19	-7
Cc1ccccc1NC(=S)NC(=O)Cc1ccc(Cl)cc1	14	6	3	0	-1	3	/
O=C1C(N2CCOCC2)=Cc2cccc3cccc1c23	-5	-1	/	-3	/	2	-5
Cc1ccccc1NS(=O)(=O)c1ccc(C(=O)N2CCN(S(=O)(=O)c3ccccc3)CC2)cc1	0	-2	-3	20	1	21	-1
CC(C)OC(=O)c1nnn(-c2nonc2N)c1CN1CCCCCC1	3	0	/	/	7	16	-2
CC(C)(C)OC(=O)N(CCc1ccccc1)Cc1cccc(OCc2cccc(NC(=O)/C=C/c3ccccc3)c2)c1	-3	2	1	5	0	-6	-3
COc1ccc(N2C(=O)CC(N(CCc3ccc(OC)c(OC)c3)C(=S)Nc3ccccc3)C2=O)cc1 (stereo unspecified)	/	3	2	5	-21	-7	-7
Cn1nnc2c(C(N)=O)ncn2c1=O	-3	3	-2	3	/	3	3
CCN1CCN(Cc2c(O)ccc3c(=O)c(-c4ccc(OC)c(OC)c4)c(C)oc23)CC1	1	3	/	/	14	-10	1
C=CC[C@@H](Cc1ccc(F)cc1)C(=O)OC[C@H]1CCCN1C(=O)[C@@H](CC=C)CC(=O)N[C@H](CO)Cc1ccccc1	-2	2	4	2	-13	11	-10
CO[C@H]1CN(C)C(=O)c2ccc(NC(=O)C3CC3)cc2OC[C@H](C)N(Cc2cncnc2)C[C@H]1C	/	-3	/	/	/	-13	-2[16.7 µM]
COCC(=O)N1C[C@H]2[C@@H](c3ccccc31)[C@@H](CO)N2C(=O)c1ccccc1F	2	0	6	1	-12	-1	-21[16.7 µM]
Nc1c(C(=O)Nc2ccccc2F)sc2nc(Cc3ccccc3)cc(C(F)(F)F)c12	-5	1	-1	0	-8	-59	-1
COc1ccc(OC)c(C2CC(=O)OC3=C2C(=O)CC(C)(C)C3)c1 (stereo unspecified)	-1	-1	1	-6	2	15	-5
COc1ccc(C(=O)Nc2cccc(/C(C)=N/NC(=O)c3ccc([N+](=O)[O-])cc3)c2)cc1OC	1	17	/	/	/	1	-1

# Part of the list above, with values under each structure:
# Values run as follows: Cneo AK release | esBAF inh | SIRT5 block | ERp5 block | ARNT TACC3 PPI | Statin myotox sup | miR-122 sensor
> Cn1nnc2c(C(N)=O)ncn2c1=O
  -3 | 3 | -2 | 3 | / | 3 | 3
> CCN1CCN(Cc2c(O)ccc3c(=O)c(-c4ccc(OC)c(OC)c4)c(C)oc23)CC1
  1 | 3 | / | / | 14 | -10 | 1
> C=CC[C@@H](Cc1ccc(F)cc1)C(=O)OC[C@H]1CCCN1C(=O)[C@@H](CC=C)CC(=O)N[C@H](CO)Cc1ccccc1
  -2 | 2 | 4 | 2 | -13 | 11 | -10
> CO[C@H]1CN(C)C(=O)c2ccc(NC(=O)C3CC3)cc2OC[C@H](C)N(Cc2cncnc2)C[C@H]1C
  / | -3 | / | / | / | -13 | -2[16.7 µM]

# Additional structures follow.
canonical_smiles	Cneo AK release	esBAF inh	SIRT5 block	ERp5 block	ARNT TACC3 PPI	Statin myotox sup	miR-122 sensor
COc1ccc2ccccc2c1/C=N/NC(=O)CC1(C)OCCCO1	/	/	0	-10	-2	/	/
COc1ccc(N2C(N)=NC(N)=NC23CCCC3)cc1	3	-2	/	/	-6	1	1
CC(=O)Cc1nsc(Nc2ccc(Cl)cc2)n1	/	/	1	?	-9	/	/
CCc1ccc2[nH]c(=O)c(Cc3ccccc3)c(O)c2c1	-5	6	-1	2	-5	8	-5
Cc1ccc(/C=N/NC(=O)c2cc(-c3cccnc3)nc3ccccc23)cc1	/	/	-1	4	1	/	/
Cc1ccc(-c2c(C#N)c(N)n(-c3ccccc3C)c(=O)c2C#N)cc1	-1	6	-3	6	-4	-4	-7
N#CCCN1CCN(C(=S)c2ccc(-c3ccc(Cl)c(Cl)c3)o2)CC1	-22	46*	/	/	7	-16	3
CC(=O)Nc1ccc(NC(=O)C2CCCN(C(=O)c3ccc(Cl)cc3)C2)cc1 (stereo unspecified)	22	-4	-1	-2	0	2	1
O=C(NC(=S)NC1CCCC1)c1ccccc1Br	1	4	/	/	-5	-3	0
C[C@H](CO)N1C[C@H](C)[C@@H](CN(C)C(=O)C2CCCCC2)Oc2cc(-c3cncnc3)ccc2S1(=O)=O	0	-6	0	-1	4	14	/
CCN(C[C@H]1N[C@@](CC)(C(=O)OC)[C@H]2C(=O)N(Cc3ccccc3)C(=O)[C@@H]12)C(=O)COc1ccccc1	1	3	/	4	3	3	/
C[C@H](O)CNC(=O)c1[nH]cnc1C(=O)N[C@@H](C)c1ccccc1	2	4	-6	0	/	9	1
C[C@H](CO)N1C[C@H](C)[C@@H](CN(C)Cc2ccc(-c3ccccc3)cc2)Oc2ccc(NC(=O)C3CC3)cc2C1=O	5	3	4	7	6	-11	-5[16.7 µM]
Cc1ccc(C)c(C(=O)N(C)CC(=O)Nc2ccccc2C(F)(F)F)c1	/	/	-2	2	0	/	/
C[C@H](O)C#Cc1cnc2c(c1)C(=O)N([C@H](C)CO)C[C@H](C)[C@H](CN(C)C(=O)CN(C)C)O2	-8	-4	4	1	-6	/	-6[16.7 µM]
COCc1[nH][nH]c(=O)c1C=Nc1ccc(Oc2ccccc2)cc1	0	5	-1	2	/	/	0
CS(=O)(=O)N1[C@H](C#N)[C@H](c2ccccc2)[C@H]1CO	6	0	3	-6	-1	-2	/
CO[C@@H]1CN(C)C(=O)c2ccc(NS(=O)(=O)c3ccc(F)cc3)cc2OC[C@H](C)NC[C@@H]1C	-6	-3	-3	-8	-1	15	/
COc1cccc(C(O)c2nc(-c3cccc(NC(C)=O)c3)cs2)c1 (stereo unspecified)	0	10	/	5	/	18	-2
C=CCOc1ccc(/C(O)=C2/C(=O)C(=O)N(CCN3CCOCC3)C2c2ccc(C)cc2)cc1 (stereo unspecified)	-6	4	/	/	-6	4	5
COc1ccc(OC)c(NC(=O)Nc2cccc(Cn3cccn3)c2)c1	1	4	/	/	-2	0	13
CCCCCNC(=O)c1ccc2c(=O)n(CCCOCC)c(=S)[nH]c2c1	0	5	0	5	-15	-2	-6
NNC(=O)Cc1cc(=O)[nH][nH]1	1	5	/	-5	/	2	/
C[C@H](O)C#Cc1ccc2c(c1)O[C@@H](CN(C)C(=O)C1CCC1)[C@H](C)CN([C@@H](C)CO)S2(=O)=O	-2	2	-1	15	7	4	12[16.7 µM]
O=C(Nc1ccccc1N1CCOCC1)c1ccc2c(c1)OCCO2	-1	/	-1	2	-2	/	2
COc1ccc(Nc2nc(N)nc(CN3CCN(c4ccccn4)CC3)n2)cc1	-1	6	/	/	33	/	2
